From PubChem
TROY signal inh – inhibitors of TROY-dependent NF-kB signaling; inhibition, % at 10 µM; AID 1347056; 360,000 compounds, 0.98% hits; Q293 LMP1-TROYcd NF-kB luciferase reporter, 4 h;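 active means compounds whose plate-normalised and pattern-corrected inhibition of the luciferase reporter signal at the single screening dose is 50% or more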
EBV LMP1 NFkB – inhibitors of Epstein-Barr LMP1-induced NF-kappaB reporter; LMP1-induced NF-kappaB luciferase reporter cells, luminescence; inhibition, % at 12.5 µM; 350,000 compounds, 0.69% hits; AID 504558; in the data active means inhibition above about 41%;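 further: 0% = neutral control wells and 100% = reference inhibitor control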
NCOA3 inh – inhibitors of human steroid receptor coactivator 3 (SRC3); Q9Y6Q9; HEK293 GAL4-SRC3 luciferase reporter, luminescence; inhibition, % at 3.6 µM; 360,000 compounds, 0.17% hits;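 active means inhibition above a per-campaign cutoff, the mean of all compounds plus 3 SD, cut at about 60% in these data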;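 further: 0% = DMSO-treated cells and 100% = gossypol-treated cells at 36 µM; higher means less SRC3-driven luciferase light from the GAL4 reporter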
KKLEB cytotox – CF airway cell cytotoxicity counter-screen | activity change (cytotoxicity), % at 5 µM | AID 602141 | KKLEB CF airway cells viability, ATPlite luminescence, overnight; active compounds read low; cells stimulated with P. aeruginosa culture filtrate | 360,000 compounds, 0.36% hits;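 active means corrected activity change at or below -50% at 5 µM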
CF NFkB inh – inhibitors of cystic fibrosis induced NF-kB | AID 588850 | inhibition, % at 5 µM | 360,000 compounds, 0.86% hits | KKLEB NF-kB-GFP reporter, PAF-induced, GFP fluorescence overnight;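 active means at least 50% inhibition at 5 µM, scaled per plate between neutral and stimulator controls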;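 further: PAF is a Pseudomonas aeruginosa culture filtrate used as stimulus; plate controls were PAF-stimulated DMSO wells for no effect and unstimulated DMSO wells for full effect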
TWEAK-Fn14 inh – TWEAK-Fn14 signaling inhibition | TWEAK-stimulated Fn14 reporter cells, luciferase luminescence, 8 h | inhibition, % at 10 µM | 360,000 compounds, 2% hits | AID 1159606; in the data active means inhibition above about 50%
COUP-TFII inh – blocks human COUP-TFII nuclear receptor; P24468; HEK293T NGFI-A luciferase reporter, luminescence; inhibition, % at 8.6 µM; 370,000 compounds, 0.7% hits; AID 686940;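 active means inhibition above a per-plate cutoff, mean inhibition of test wells between control levels plus 3 SD, cut at about 38% in these data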;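 further: cells cotransfected with COUP-TFII expression vector driving the NGFI-A reporter; 0% = median of COUP-TF2 test wells and 100% = reporter-only cells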
Target sequence (P24468 whole entry, looked up): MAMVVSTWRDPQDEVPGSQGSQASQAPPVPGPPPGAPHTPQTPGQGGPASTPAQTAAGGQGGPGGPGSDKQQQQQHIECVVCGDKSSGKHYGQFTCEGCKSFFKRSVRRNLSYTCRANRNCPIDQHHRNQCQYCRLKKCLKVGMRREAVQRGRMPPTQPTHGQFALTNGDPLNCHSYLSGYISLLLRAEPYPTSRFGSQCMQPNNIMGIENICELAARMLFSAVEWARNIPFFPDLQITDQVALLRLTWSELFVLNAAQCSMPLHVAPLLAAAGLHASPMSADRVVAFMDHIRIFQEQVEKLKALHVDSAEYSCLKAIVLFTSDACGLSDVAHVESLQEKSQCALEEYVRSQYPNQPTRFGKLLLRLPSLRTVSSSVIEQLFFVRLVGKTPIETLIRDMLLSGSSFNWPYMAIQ
Shn3 3UTR inh – Schnurri-3 reporter inhibition in Clone20 osteoblasts | AID 588674 | 360,000 compounds, 0.52% hits | Clone20 osteoblast Shn3 3'UTR firefly luciferase, 24 h | inhibition, % at 12.5 µM;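 active means mean inhibition of at least 75% with every replicate also reaching 75%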;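 further: 0% = median of neutral control wells and 100% = pilot-screen positive control compound; some compounds past the cut are filed as inactive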
NR5A2 inv ag – suppresses constitutive activity of human LRH-1; HEK293T StAR-luciferase reporter, LRH-1 transfected, 24 h; inhibition, % at 3.6 µM; 360,000 compounds, 0.13% hits; AID 602396;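 active means inhibition above the mean inhibition of all tested compounds plus 3 SD, cut at about 73% in these data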;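 further: 0% = DMSO wells and 100% = reporter-only cells lacking LRH-1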
Target sequence (O00482 whole entry, looked up): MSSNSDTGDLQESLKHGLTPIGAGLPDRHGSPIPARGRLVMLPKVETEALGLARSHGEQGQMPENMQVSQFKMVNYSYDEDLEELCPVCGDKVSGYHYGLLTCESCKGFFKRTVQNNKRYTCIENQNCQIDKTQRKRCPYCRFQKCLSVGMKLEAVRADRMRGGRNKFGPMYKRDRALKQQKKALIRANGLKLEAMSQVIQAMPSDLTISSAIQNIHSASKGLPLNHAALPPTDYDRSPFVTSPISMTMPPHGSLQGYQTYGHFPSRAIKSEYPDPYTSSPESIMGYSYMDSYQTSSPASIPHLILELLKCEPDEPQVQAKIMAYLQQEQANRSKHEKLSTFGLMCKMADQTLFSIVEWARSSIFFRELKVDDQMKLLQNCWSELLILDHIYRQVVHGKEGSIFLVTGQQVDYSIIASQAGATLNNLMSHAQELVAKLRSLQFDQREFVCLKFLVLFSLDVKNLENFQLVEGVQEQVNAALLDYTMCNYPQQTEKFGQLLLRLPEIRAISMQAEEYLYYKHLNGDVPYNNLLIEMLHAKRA
SRC1 inh – inhibits human SRC1 coactivator | Q15788 | AID 588354 | inhibition, % at 3.6 µM | HEK293 GAL4-SRC1 luciferase reporter, luminescence | 360,000 compounds, 0.12% hits;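 active means inhibition above the campaign mean plus 3 SD, with each screening campaign given its own cutoff, cut at about 60% in these data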;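 further: 0% = DMSO treated cells and 100% = gossypol at 36 µM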
C8 TRAIL sens – caspase-8 TRAIL sensitization | NB7+C8 cells + TRAIL, ATPlite viability luminescence | inhibition (viability loss, TRAIL sensitization), % at 10 µM | 360,000 compounds, 1% hits;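 active means compounds causing at least 50% loss of cell viability in the single-dose screen, relative to plate controls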
Starred values were filed as active, the others as inactive; . = no result given. Not all compounds are listed; count on the stated rates, not on these rows.

SMILES,NCOA3 inh,Shn3 3UTR inh,SRC1 inh,C8 TRAIL sens,NR5A2 inv ag,TWEAK-Fn14 inh,COUP-TFII inh,TROY signal inh,KKLEB cytotox,EBV LMP1 NFkB,CF NFkB inh
CC(=O)c1ccc(Oc2nc3c(c(=O)n(C)c(=O)n3C)n2C)cc1,11,4,20,-3,-6,-5,-8,17,0,-3,14
CCOc1ccc(S(=O)(=O)NCCC(=O)OCC(=O)c2ccc[nH]2)cc1,5,4,12,-5,6,0,-7,8,-8,-7,2
C#CCOCCOCCOCCNc1nc(N2CCN(C(=O)Cn3cc(CCO)nn3)CC2)nc(N2CCN(C(=O)[C@H]([C@@H](C)CC)n3cc(CCCCN)nn3)CC2)n1,3,5,-3,-3,-28,-6,-7,1,0,-2,0
O=C1c2ccccc2C(=O)N1CCc1c(-c2ccccc2)[nH]c2ccccc12,7,15,10,14,-3,25,6,18,1,5,6
CC1CCC(C(C)C)C(OC(=O)Cn2c(-c3ccc(F)cc3)[n+](C)c3ccccc32)C1 (stereo unspecified),67*,72,40,37,67,45,25,31,-54*,15,50
Cn1c(=O)cc(OCC(=O)NCc2ccccn2)c2ccccc21,6,-27,-4,-1,15,0,-12,-4,14,-3,-13
CC1(C(=O)Nc2ccc3c(c2)OCO3)CCN1C(=O)C1CCCCC1 (stereo unspecified),-2,9,-11,-9,0,8,3,-2,-1,.,4
COCCNC(=O)C(c1cccs1)N(Cc1ccccc1)C(=O)Cn1nnc2ccccc21 (stereo unspecified),18,-8,3,-4,-15,0,-11,-5,-5,-6,7
CCc1ccc2nc(N(CCCN(C)C)C(=O)c3ccc(S(=O)(=O)N4CCCc5ccccc54)cc3)sc2c1,2,8,4,68*,-3,-8,9,-44,-34,-15,34
Cc1cc(NC(=O)c2ccc3c(c2)C(=O)N(C)C3=O)no1,1,-12,-10,12,-21,-10,0,-59,0,28,-1
COc1ccccc1-n1ccnc(SCC(=O)NCCc2ccccc2)c1=O,4,-12,7,-12,-18,-17,5,8,7,-5,-18
O=c1c2ccccc2nnn1CSc1ncnc2ccccc12,-3,-34,3,3,13,17,-2,-17,-36,20,66*
O=C(O)/C(CC(=O)c1ccc(Cl)cc1)=N/Nc1ccc([N+](=O)[O-])cc1[N+](=O)[O-],-11,-6,-13,-2,18,-10,10,27,2,0,10
CCOC(=O)N1CCN(S(=O)(=O)c2cc([N+](=O)[O-])c(C)cc2C)CC1,3,-22,-14,1,-11,13,-11,-6,6,-5,-20
CC(C)(C)C(=O)NC(=S)NNC(=O)c1ccc(Cl)cc1Cl,2,13,14,0,1,-29,-13,3,18,3,-7
CCCc1cc(NC(=O)CCl)n(-c2ccccc2)n1,-1,6,-16,-12,27,7,-7,-6,-10,0,-4
O=C(NCCC(=O)N1CCN(Cc2c(F)cccc2Cl)CC1)c1ccc(Cl)cc1,-30,8,-11,-18,5,-32,-19,-10,6,-2,-9
O=C(c1ccc(-c2nnc(-c3ccccc3)o2)cc1)N1CCCCCC1,-74,2,-64,10,-79,57*,-33,30,-7,16,6
CN(c1ccccc1)S(=O)(=O)c1ccccc1Br,-9,-2,-1,11,1,3,2,-4,-5,2,1
CCCC(C(=O)c1ccccc1)n1cncn1 (stereo unspecified),14,3,1,-11,-20,2,9,6,14,6,-18
CCOC(=O)c1c(CN(C)C)n(C)c2c(O)c(N=NC(N)=O)c3ccc(Br)cc3c12,-5,-3,-28,-6,3,-37,22,5,-2,-8,-42
Cc1nc2c(C(=O)NCc3ccc4c(c3)OCO4)cnn2c(C)c1Cc1ccc(F)cc1Cl,10,9,13,-10,-3,-9,-17,14,-10,1,24
C/C(=N\N1C(=O)CSC1=S)c1ccc(Br)cc1,-5,-73,8,-4,-19,13,18,-22,5,-2,9
O=C(COC(=O)COc1cccc(C(F)(F)F)c1)NC1CCS(=O)(=O)C1 (stereo unspecified),0,1,-13,-4,-3,3,-7,-12,8,8,-1
CCOC(=O)C1CSC(CC(=O)Nc2ccc(OC(F)(F)F)cc2)C(=O)N1 (stereo unspecified),17,5,2,-6,-3,-4,-7,-11,-1,-3,-4
COc1ccc(-n2c(=O)cc(N3CCc4ccccc43)[nH]c2=O)cc1,0,-8,15,-16,12,-8,0,0,4,-8,-8
COc1cccc(C(=O)CSc2nc3ccccc3n2CC(=O)N2CCOCC2)c1,5,18,-9,-6,8,26,6,-17,-7,3,13
CCC(=O)N(CCC(c1ccccc1)c1ccco1)Cc1cccs1 (stereo unspecified),10,24,-4,0,3,2,24,-2,-6,11,6
O=C(COC(=O)c1cccc(O)c1)Nc1nnc(-c2ccccc2)o1,9,4,-15,-2,0,-11,-3,0,10,-3,-18
O=[N+]([O-])c1cccc(-c2cn(-c3ccccc3)c(=S)[nH]2)c1,-32,11,-17,-6,7,-22,3,-14,-2,-4,-9

(cont.)
SMILES,NCOA3 inh,Shn3 3UTR inh,SRC1 inh,C8 TRAIL sens,NR5A2 inv ag,TWEAK-Fn14 inh,COUP-TFII inh,TROY signal inh,KKLEB cytotox,EBV LMP1 NFkB,CF NFkB inh
CCCCN1/C(=C/c2ccc3ccccc3[n+]2CC)Sc2ccccc21,49,90*,21,35,48,66*,.,26,4,52*,-151
NS(=O)(=O)c1ccc(CCNC(=O)COC(=O)CC(c2ccccc2)c2ccccc2)cc1,16,10,5,9,-15,-12,-4,-1,6,-5,2
Cc1cc(=O)oc2c(CN3CCC(C)CC3)c(O)c(Cl)cc12,-3,-13,-2,-16,6,6,-5,-9,0,-2,11
CN(CC(=O)N1CCN(Cc2ccccc2)CC1)S(=O)(=O)c1cccc2nsnc12,18,27,-4,33,7,-1,-10,6,-11,2,12
Clc1cccc(Nc2nc(-c3cccnc3)cs2)c1,-73,-41,-55,18,-64,25,-6,9,-13,-46,24
CCOC(=O)c1ccccc1NC(=O)COC(=O)CCC1CCCC1,3,18,0,-34,10,-15,-6,-2,6,4,2
COc1ccccc1C(=O)NCC(=O)OCC(=O)c1ccc2c(c1)-c1ccccc1C2,17,7,6,7,-12,-15,-17,-38,-4,-2,-6
O=C(NNC(=O)c1ccccc1[N+](=O)[O-])c1ccco1,3,-17,-11,-5,-11,-3,-8,-1,11,8,-8
COc1cc(/C=C(/NC(=O)c2ccccc2Cl)C(=O)O)cc(OC)c1OC,9,-3,12,1,-17,19,-4,3,-6,-6,10
COC(=O)C1=C(NC(=O)c2ccc(C)c(C)c2)CCS1,-19,-5,-13,-5,5,17,-27,-55,2,2,8
C=CCN=C(C)C1=C(O)C(C)OC1=O (stereo unspecified),-9,-5,13,9,-14,-2,-1,6,14,6,-7
CCOC(=O)c1ccc(S(=O)(=O)N2CCN(C(C)=O)CC2)cc1,4,17,25,10,14,25,15,-35,2,3,-8
CC1CN(CCOc2cccc(Oc3ccccc3)c2)CC(C)O1 (stereo unspecified),4,23,-30,9,-8,3,13,-18,1,-2,4
CC1=CC(C)=Nc2ccccc2N1,-88,-20,-103,2,-71,-14,-48,-37,3,2,10
CCCN(C(=O)COC(=O)CC1CCCCC1)c1c(N)n(Cc2ccccc2)c(=O)[nH]c1=O,11,6,-10,-5,12,-23,14,4,4,3,-5
CSCc1cccc(C(=O)OC(C)C(=O)Nc2c(C)n(C)n(-c3ccccc3)c2=O)c1 (stereo unspecified),7,-23,-5,-1,1,-7,-9,-8,14,-3,16
C=CCn1c(SCC(=O)OCc2ccccc2)nc2c1c(=O)n(C)c(=O)n2C,5,4,12,-11,-19,18,10,4,5,-9,6
COc1ccc(N2CC(C)Cn3c2nc2c3c(=O)n(Cc3ccccc3F)c(=O)n2C)c(OC)c1 (stereo unspecified),5,23,5,-13,-17,12,7,24,0,6,6
O=C(COC(=O)CNC(=O)c1ccc(Cl)c([N+](=O)[O-])c1)NNC(=O)c1ccccc1F,1,4,-7,-10,4,-10,5,14,-25,-5,14
O=c1cc(CN2CCN(S(=O)(=O)c3ccccc3)CC2)nc2ccc(Cl)cn12,-11,-20,-29,6,-15,3,18,-9,4,-1,-13
CCN(CC)S(=O)(=O)c1ccc(N2CC(C(=O)NCCc3ccc(Cl)cc3)CC2=O)cc1 (stereo unspecified),10,7,2,-7,-7,-10,3,-3,17,1,11
Cc1ccc2c(c1)cc1c(=O)[nH]ncn12,-31,-70,-43,15,-48,-13,-17,-9,2,-13,10
O=C(CCn1ccnc1)Nc1cc(Cl)ccc1O,-18,-5,9,8,-9,29,-10,4,1,0,6
COc1ccc(S(=O)(=O)N2CCc3ccccc32)cc1C(=O)N1CCOCC1,0,7,-4,-10,-6,0,10,-11,11,-3,-32
Cc1ccc(C(=O)N/C(=C\c2ccccc2)C(=O)NCC2CCCO2)cc1 (stereo unspecified),-25,-8,3,9,11,13,5,1,-13,2,9
CCOC(=O)c1ccc(NC(=O)CC2S/C(=N/N=C3/NC(=O)CS3)NC2=O)cc1 (stereo unspecified),12,-15,-4,-4,-1,-5,-8,1,-1,-4,-7
Cc1ccc2nc(SCc3cn4cccnc4n3)[nH]c2c1,-12,24,-16,23,-40,-13,-28,-34,10,2,-16
COc1ccc(C)cc1S(=O)(=O)NCCc1ccccc1,17,-4,-6,-5,-11,4,-3,11,5,-4,1
Cc1ccc(NC(=O)COc2ccc(C3SCCS3)cc2)cc1,1,-3,2,12,2,-10,-3,-26,2,9,10
CCOC(=O)c1cc(C(=O)NN)c(C)nc1C,5,3,-13,-9,-3,-7,-11,10,0,1,-5

Continued:
SMILES,NCOA3 inh,Shn3 3UTR inh,SRC1 inh,C8 TRAIL sens,NR5A2 inv ag,TWEAK-Fn14 inh,COUP-TFII inh,TROY signal inh,KKLEB cytotox,EBV LMP1 NFkB,CF NFkB inh
O=C(NCc1n[nH]c(=S)n1-c1ccccc1)c1ccc(S(=O)(=O)N2CCOCC2)cc1,3,7,-1,-9,0,6,1,-11,1,-6,-7
S=c1[nH]c(-c2ccccc2)cn1/N=C/c1cccnc1,-3,-9,-15,11,2,16,-4,34,14,-9,-20
O=C(NCCC1CCCCN1S(=O)(=O)c1ccccc1)C(=O)NC1CCCC1 (stereo unspecified),-16,-6,-3,3,14,-6,9,-11,15,-7,1
CCN(CC(=O)NCc1cccs1)S(=O)(=O)c1ccc(NC(C)=O)cc1,3,9,5,-24,-8,4,-1,2,-10,0,-7
COc1ccc(NC(=O)C2=CN3CCS(=O)(=O)N=C3C=C2)c(OC)c1,-22,-5,-8,-4,-10,-4,13,-6,5,-2,-6
NC(=O)c1cccc(-c2ccnc3c2CC(C(=O)NCc2ccco2)O3)c1 (stereo unspecified),-19,-4,-6,22,17,1,-10,4,2,.,-14

Whole records, quoted from the list. Order of screens: NCOA3 inh | Shn3 3UTR inh | SRC1 inh | C8 TRAIL sens | NR5A2 inv ag | TWEAK-Fn14 inh | COUP-TFII inh | TROY signal inh | KKLEB cytotox | EBV LMP1 NFkB | CF NFkB inh
`Cc1nc2c(C(=O)NCc3ccc4c(c3)OCO4)cnn2c(C)c1Cc1ccc(F)cc1Cl` as listed: 10 | 9 | 13 | -10 | -3 | -9 | -17 | 14 | -10 | 1 | 24
`CCN(CC)S(=O)(=O)c1ccc(N2CC(C(=O)NCCc3ccc(Cl)cc3)CC2=O)cc1` (stereo unspecified) as listed: 10 | 7 | 2 | -7 | -7 | -10 | 3 | -3 | 17 | 1 | 11
